Compound activity deposited in PubChem BioAssay by The Scripps Research Institute Molecular Screening Center.
NR2E3 ag – activates human photoreceptor nuclear receptor NR2E3; Q9Y5X4; AID 2300; GST-NR2E3/biotin-RetCOR TR-FRET, 1536-well; inhibition of corepressor binding, % at 4.78 µM; 320,000 compounds, 0.12% hits;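 active = percent inhibition above the cutoff of mean plus 3 SD of all tested compounds, set per screening campaign, cut at about 20% in these data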;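 note: 0% = DMSO wells and 100% = biotin wells as full block of FRET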
Target sequence (Q9Y5X4 whole entry, looked up): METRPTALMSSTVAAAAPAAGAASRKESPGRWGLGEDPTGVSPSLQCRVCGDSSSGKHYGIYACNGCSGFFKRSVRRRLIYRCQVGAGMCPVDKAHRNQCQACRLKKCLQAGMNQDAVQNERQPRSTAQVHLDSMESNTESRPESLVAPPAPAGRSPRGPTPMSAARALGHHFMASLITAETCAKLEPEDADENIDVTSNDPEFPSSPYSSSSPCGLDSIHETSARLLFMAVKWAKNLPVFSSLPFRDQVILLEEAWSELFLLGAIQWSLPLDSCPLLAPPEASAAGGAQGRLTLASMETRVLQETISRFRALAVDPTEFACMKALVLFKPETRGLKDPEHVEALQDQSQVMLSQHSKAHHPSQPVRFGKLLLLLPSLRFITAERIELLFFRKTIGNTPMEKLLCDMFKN
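system = GST-tagged NR2E3 plus biotinylated RetCOR corepressor | input = 1.35 nM GST-NR2E3 | also added = 7 nM biotin-RetCOR | schedule = 5 h incubation at 4 °C | measured by = TR-FRET with europium anti-GST and streptavidin-D2, 340 nm excitation | read-out = percent loss of FRET ratio relative to control wells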
Active calls of the source: *. The list is partial (hit frequency here may not be typical).

NR2E3 ag	molecule
1	CCCNC(=O)OC[C@H]1O[C@H](CCO/N=C(\C)CCN2CCc3nc(-c4ccccc4)c(-c4ccccc4)cc3C2)C=C[C@@H]1Oc1ccc(OC)cc1
1	CCOC(=O)CN(Cc1ccccc1)C(=O)OC(C)(C)C
0	COc1ccc(O)c(C(=O)CC(=O)c2ccccc2)c1
-2	CC1(C)N([O-])c2cc([N+](=O)[O-])ccc2[N+]1=O
1	COc1ccc(-c2csc(NC(=S)NC(=O)/C=C/c3ccccc3)n2)cc1Br
1	CN1C(=O)CC[C@H]1c1cccnc1
2	COC/C=C/C1=CC2=CC(=O)C(C)(OC(=O)CCC(=O)OC)C(=O)C2=CO1 (stereo unspecified)
-1	COc1ccccc1-c1n[nH]c(=S)n1Cc1ccco1
4	CC(=O)c1ccc(N2CCCC2)c(F)c1
-1	CC(=O)Nc1ccc(S(=O)(=O)NC(CC(=O)NC2CCCCC2C)C(C)C)cc1 (stereo unspecified)

NR2E3 ag	molecule
-2	Cn1c(=O)c(C(=S)NC(=O)C2CC2)c(N)n(Cc2ccccc2)c1=O
5	S=c1nc(C23CC4CC(CC(C4)C2)C3)nc2sccn12
-2	CS(=O)(=O)c1ccc2nc(NC(=O)c3ccc(N4C(=O)CCC4=O)cc3)sc2c1
0	CN1C(=O)/C(=C/c2cn(CC(=O)N3CCCCC3)c3ccccc23)c2ccccc21
1	CCC/C=C(\CCC)C(NS(=O)(=O)c1ccc(C(F)(F)F)cc1)c1ccccc1 (stereo unspecified)
0	COc1ccc(-c2noc3c2-c2nc(-c4ccccc4C)sc2CC3)cc1
-2	O=C1c2c(O)cc(O)cc2O[C@H](c2ccc(O)c(O)c2)[C@@H]1O
5	Cc1cc(C)nc(SCC(=O)Nc2ncccn2)n1
-5	CCN(CC)S(=O)(=O)c1ccc2c(c1)c(=O)c(C(=O)NCc1ccc3c(c1)OCO3)cn2C
-1	COc1cccc(C2NC(=O)N(CCCC(=O)O)C(C)=C2C(=O)OCc2ccccc2)c1 (stereo unspecified)

NR2E3 ag	molecule
4	COc1cc2c(cc1O)[C@H](Cc1ccc(Oc3cc(C[C@@H]4NCCc5cc(OC)c(O)cc54)ccc3O)cc1)NCC2
-2	OCCN1C[C@H](O)[C@@H](O)[C@H](O)[C@H]1CO
2	COc1ccc(-c2cc(C(F)(F)F)c(C#N)c(SCC(=O)O)n2)cc1OC
-6	COc1ccc(-c2nn(C)c(=O)c3ccccc23)cc1CNC(=O)NC1CCCCC1
3	COc1ccc(C2=NC(c3ccccc3)CO2)cc1 (stereo unspecified)
2	Cc1c(Nc2cc(N3CCOCC3)c3nonc3c2[N+](=O)[O-])c(=O)n(-c2ccccc2)n1C
4	Cc1[nH]c(=O)[nH]c(=O)c1/C=N\NC(=O)CCc1ccc(OC(C)C)cc1
1	COc1ccc(C)cc1Nc1n[n+](-c2ccccc2)c(-c2c(Cl)cccc2Cl)s1
-3	Oc1c(C=NCc2ccncc2)sc2ccccc12
1	Cc1cc(=O)c2cc3nc(-c4cccnc4)oc3c(Br)c2o1

NR2E3 ag	molecule
0	C#CCOCCOCCOCCNc1nc(N2CCN(C(=O)[C@H](CCCCN)n3cc([C@@H](N)CO)nn3)CC2)nc(N2CCN(C(=O)[C@H](Cc3cc4ccccc4[nH]3)n3cc([C@@H](N)Cc4ccc(O)cc4)nn3)CC2)n1
2	COc1cc(S(=O)(=O)Nc2cccc(C)c2)ccc1N=Cc1c(C)[nH]n(-c2ccccc2)c1=O
-3	COC(=O)c1cc(NC(=O)c2cccc(Cl)c2)c(=O)oc1/C=C/Nc1cc(C)cc(C)c1
7	CS(=O)(=O)C1=NSC2=NC(=O)/C(=C\c3ccc(-c4ccccc4)o3)C(=N)N21
0	Cc1cc(C)n2nc(CCCCc3nc4nc(C)cc(C)n4n3)nc2n1
-1	CCn1c(=S)[nH]c2cc(C(=O)O)ccc21
-2	CCOc1cc(/C=C2\C(=O)N(c3cccc(C(=O)O)c3)N=C2C(F)(F)F)ccc1OCC(=O)Nc1ccccc1OC
0	Cn1c(=O)c2c(SCC(=O)NCCc3ccccc3)nc(C3CC3)nc2n(C)c1=O
3	COC(=O)[C@@]1(Cc2ccc(OC)cc2)[C@H]2c3cc(C(=O)N4CCCC4)n(C[C@H](O)CO)c3C[C@H]2CN1C(=O)c1ccccc1
-2	CCOC(=O)CC1C(=O)NCCN1c1nc2ccc(C)cn2c(=O)c1/C=C1\SC(=S)N(C(C)CC)C1=O (stereo unspecified)

NR2E3 ag	molecule
1	C[C@H]1[C@H](C)CC[C@]2(C)CC[C@]3(C)C(=CC[C@@H]4[C@@]5(C)CC[C@@H](O)[C@](C)(C(=O)O)[C@@H]5CC[C@]43C)[C@H]12
-1	CCc1ccc(CNC(=O)Cn2nc(-c3ccc(C)cc3)ccc2=O)cc1
3	Cc1cc(/C=N/Nc2nc(N)ncc2[N+](=O)[O-])c(C)n1-c1ccccc1F
-2	O=C(CSc1ccc(Cl)cc1)Nc1cc(-c2nc3ncccc3o2)ccc1Cl
1	COC(=O)c1ccc(-c2sc3nc(N4CCOCC4)c4c(c3c2N)CCCC4)o1
1	Cc1cccc(/C=C/C(=O)c2ccc(N3CCOCC3)cc2)c1
4	CCOC(=O)c1cc(NC(=O)COC)ccc1O
-1	CCc1cc2c(nc1CC)CCN(CC/C(C)=N/O[C@@H](C)c1cc(-c3c(C)cc(C)cc3C)no1)C2
1	COc1ccc(C2=NN(c3ccc(C=O)cc3)C(c3ccccc3)C2)cc1 (stereo unspecified)
1	O=C(O)COc1ccccc1/C=C1\SC(=S)N(c2cccnc2)C1=O

Among those listed so far, these contain a thiophene ring, fused or not:
NR2E3 ag	molecule
-3	Oc1c(C=NCc2ccncc2)sc2ccccc12
1	COC(=O)c1ccc(-c2sc3nc(N4CCOCC4)c4c(c3c2N)CCCC4)o1

Reprinted at random: five records from the list
NR2E3 ag	molecule
-1	CCc1cc2c(nc1CC)CCN(CC/C(C)=N/O[C@@H](C)c1cc(-c3c(C)cc(C)cc3C)no1)C2
-1	CCc1ccc(CNC(=O)Cn2nc(-c3ccc(C)cc3)ccc2=O)cc1
1	C[C@H]1[C@H](C)CC[C@]2(C)CC[C@]3(C)C(=CC[C@@H]4[C@@]5(C)CC[C@@H](O)[C@](C)(C(=O)O)[C@@H]5CC[C@]43C)[C@H]12
1	COc1ccc(C2=NN(c3ccc(C=O)cc3)C(c3ccccc3)C2)cc1 (stereo unspecified)
1	COC(=O)c1ccc(-c2sc3nc(N4CCOCC4)c4c(c3c2N)CCCC4)o1

Other records follow.
NR2E3 ag	molecule
0	O=c1nc(/C=C/c2ccc(-c3ccc(F)cc3)o2)cc(C(F)(F)F)[nH]1
2	CCCn1c(=N)c(C#N)cc2c(=O)n3cccc(C)c3nc21
0	O=C(OCc1cccc([N+](=O)[O-])c1)c1cc(=O)[nH]c2ccccc12
2	COc1ccccc1-n1cnnc1SCC(=O)Nc1cccc(S(=O)(=O)N2CCCCC2)c1
-2	O=C(CN(c1ccccc1)S(=O)(=O)c1ccccc1)N/N=C/c1ccc(OC2CSC2)cc1
3	CC1CCCCC1NC1=NCCCS1 (stereo unspecified)
0	COc1cccc(-n2c(SCC(=O)NCCC3=CCCCC3)nc3n[nH]c(C)c3c2=N)c1
-2	NC(N)=Nc1cc2ccccc2c2ccccc12
-2	COc1cc(NC(=O)Cn2cnc3sc(C)c(S(=O)(=O)N4CCN(C)CC4)c3c2=O)cc(OC)c1OC
0	COCCOC(=O)C1=C(C)NC(=O)NC1c1c(Cl)nc2c(C)cccn2c1=O (stereo unspecified)

NR2E3 ag	molecule
3	COc1cc(NC(=O)CSCC(=O)Nc2cc(OC)cc(OC)c2)cc(OC)c1
-3	CC(C)COc1ncnc2c1sc1nc3c(cc12)COC(C)(C)C3
0	Cc1ccc(C(=O)C2=C(O)C(=O)N(c3ncccn3)C2c2ccc(Br)cc2)o1 (stereo unspecified)
2	CCOC(=O)c1c(NC(=O)COc2cccc3c2CCN(Cc2ccc(F)cc2)C3=O)sc2c1CCC2
-1	CCOc1ccc(/C=C2/Sc3ccc(C(=O)N4CCN(C(=O)c5ccco5)CC4)cc3N(C)C2=O)cc1OC
3	CCOc1ccc(NC(=O)CCC(=O)n2nc(C)cc2C)cc1
4	O=C(Nc1ccc(Nc2ccccc2)cc1)c1ccccc1
3	Cc1cc(C)n(-c2nc(-n3nc(C)cc3C)c3c4c(sc3n2)COC(C)(C)C4)n1
-1	COc1ccc(CNC(=O)Cn2ncn3cccc3c2=O)cc1
1	COc1ccc(-n2c(=S)[nH]c3sc4c(c3c2=O)CCN(C)C4)cc1

NR2E3 ag	molecule
1	COCCCNC(=O)c1cc2c(=O)n3cc(C)ccc3nc2nc1NCC1CCCO1 (stereo unspecified)
1	COc1ccc(N2C(=O)N3[C@H](c4cccc(C)c4)[C@@H]4C(=O)N(Cc5ccccc5)C(=O)[C@@H]4[C@]3(Cc3ccccc3)C2=O)cc1
36*	N#CC1=C(N)SC(N)=C(C#N)C1c1ccoc1
-2	C[C@@H]1C=CC(=O)O[C@@H]1c1ccc(C(F)(F)F)cc1
1	c1ccc(-n2cccc2CNC2CCCCC2)cc1
0	COc1cccc(-c2ccc(SCC(=O)N3CCc4ccccc43)nn2)c1
4	CCOC(=O)N1CCc2c(sc(NC(=O)c3ccc(Cl)s3)c2C(N)=O)C1
-5	O=C(O)c1cc(N/N=C/c2cccs2)ccc1Cl
-2	Cc1cc(C)n2nc(SCc3cc(=O)oc4cc(O)ccc34)nc2n1
3	CC(Oc1ccc(Br)cc1)C(=O)Nn1c(=S)[nH]c2ncccc2c1=O (stereo unspecified)

NR2E3 ag	molecule
-2	S=c1[nH]nc(-c2cccc(Cl)c2)n1/N=C/c1ccco1
3	CCCCCCn1c(COc2ccccc2F)nnc1SCC(=O)c1c(N)n(C)c(=O)n(C)c1=O
0	NC(C(=O)O)C(c1ccccc1)C(F)F (stereo unspecified)
-1	C/C(=N\O)c1ccc(Cl)c(Cl)c1
5	CC1(OC(=O)CCc2ccccc2)C(=O)C=C2C=C(c3ccsc3)OC=C2C1=O (stereo unspecified)
1	N=C(N)N1CCc2ccccc2C1
-1	CCN=C1S/C(=C\c2ccc(OC)c(OCC)c2)C(=O)N1CC
5	Cc1ccc(Nc2nc(-c3sc(NC(=O)c4ccc([N+](=O)[O-])cc4)nc3C)cs2)cc1
2	Cc1ccc(C(=O)NCCc2ccccn2)cc1S(=O)(=O)N1CCOCC1
-3	O=C(CN1C(=O)NC(c2ccccc2)(c2ccccc2)C1=O)c1c[nH]c2ccccc12

The final 2 records of the part above open the next one.
NR2E3 ag	molecule
2	Cc1ccc(C(=O)NCCc2ccccn2)cc1S(=O)(=O)N1CCOCC1
-3	O=C(CN1C(=O)NC(c2ccccc2)(c2ccccc2)C1=O)c1c[nH]c2ccccc12
-1	CCOc1ccc(/C=C2\SC(=O)N(c3ccc(O)cc3)C2=O)cc1OC
0	O=C(O)CS/C(=C\c1ccc(F)cc1)c1nc2ccccc2s1
-3	COc1ccc(NS(=O)(=O)c2ccc(N3CCCC3)c(NC(=S)Nc3cccc(S(=O)(=O)N(C)C)c3)c2)cc1
-2	CC(C)CCNC(=O)c1ccc(Cl)c(NC(=O)c2ccccc2F)c1
1	Cc1ccc(SC[C@H](Cc2ccccc2)N2CC[C@@H](NC(=O)OCc3ccccc3)CCC2=O)cc1
1	COC(=O)[C@@]1(Cc2ccc(F)cc2)[C@H]2c3cc(C(=O)N(C)C)n(Cc4nc5ccccc5[nH]4)c3C[C@H]2CN1C(=O)c1ccccc1
6	O=c1c(Cl)c(Cl)cnn1Cc1ccccc1Cl
0	O=C(O)c1ccccc1/C=N/Nc1nc(N2CCCCC2)nc(N2CCCCC2)n1
1	CCOC(=O)c1c(NC(=S)Nc2cc([N+](=O)[O-])ccc2OC)sc2c1CCCCC2
1	CCCCCCCCCC(=O)Nc1cccnc1

NR2E3 ag	molecule
-123	CCN1/C(=C/C=C/C=C/c2sc3ccccc3[n+]2CC)Sc2ccccc21
1	O=C(CCCn1c(=O)c2ccccc2n(Cc2cccc(F)c2)c1=O)NC1CCN(Cc2ccccc2)CC1
1	Cc1c(C(=O)NCCCN2CCOCC2)sc2nc(-c3ccccc3)cn12
-3	CCOC(=O)c1cnc2c(C)c(Cl)ccc2c1Nc1ccc(S(=O)(=O)Nc2ncccn2)cc1
1	CCOC(=O)c1cc2c(=O)n3ccccc3nc2n(CCCOC)c1=NC(=O)c1cccnc1
3	COc1ccc(/C(O)=C2/C(=O)C(=O)N(c3ncccn3)C2c2ccc(C(C)(C)C)cc2)cc1 (stereo unspecified)
-19	COc1ccc(OC)c(Nc2nc(-c3sc(NC(=O)c4ccccc4)nc3C)cs2)c1
6	Cc1ccc(CN2CCc3c(OCC(=O)Nc4cc(C)ccc4C)cccc3C2=O)cc1
0	O=C(Cc1cn2ccsc2n1)OCc1nc2ccccc2s1
0	Cc1ccc2cc(CN(Cc3cccs3)C(=O)c3ccco3)c3nnnn3c2c1C

NR2E3 ag	molecule
0	COc1cc(CNC(=O)CCCC/C=C\C(C)C)ccc1O
4	COC(=O)CCCCCN1C(=O)NC(c2ccc(-c3ccccc3)cc2)C(C(=O)OCc2ccccc2)=C1C (stereo unspecified)
1	CC(C)CC(=O)O/N=C1\C(=O)N(Cc2ccc(Cl)cc2)c2ccc([N+](=O)[O-])cc21
2	O=C(Nc1ccccc1Cl)Oc1ccc2ccccc2c1
3	C/C(CCN1CCc2nc(-c3ccccc3)c(-c3ccccc3)cc2C1)=N\O[C@H](C)c1cn([C@H](CO)Cc2ccccc2)nn1
-2	CCCCNC(=O)c1nn2cc(Br)cnc2c1Br
-1	Cc1ccc(C)c(N2CCN(CCCNC(=O)CCC(=O)N3CCOc4ccc(Cl)cc43)CC2)c1
-3	COc1cccc(C2C3=C(Nc4[nH]n(-c5ccccc5)c(=O)c42)c2ccccc2C3=O)c1 (stereo unspecified)
-1	COC(=O)c1c(NC(=O)c2ccc(S(=O)(=O)N3CCOCC3)cc2)sc2c1CCN(C)C2
